HepG2 viability: kills HepG2 cells in TGF-b inhibitor counter-screen; HepG2 CAGA-GFP viability, ATP luminescence, 18 h; Potency, µM (doses to about 46.1 µM), for the others: at the top dose activity change, negative = cytotoxicity, most hits filed as cytotoxic; actives 0.76% (n = 410,000); AID 588856; note: potency is the fitted concentration of half-maximal effect; some results filed as inactive show a strong effect at the top dose
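CellTiter-Glo luminescence gave cytotoxicity after 18 hours at 37 degrees C. The cells were HepG2 CAGA-GFP in 1% FBS DMEM, stimulated with 500 pg/mL TGF-beta after compound addition. %Activity was normalised to no-cell wells (complete cell-killing) and DMSO (no toxicity), and curves were fitted and classified.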
CCT modulator: cytosolic chaperonin activity modulation; activity change, % (concentration not given with the values), hits read low; purified chaperonin ATPase assay, HTRF ADP detection, 30 min; actives 0.3% (n = 360,000); in the data active = activity change below about -30%; note: % is set by controls: 0 for no effect and ±100 for the full control effect
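TRiC at 40 or 20 nM final (batch-dependent) in 30 mM Tris pH 7.4, 100 mM KCl, 5 mM MgCl2, 1 mM DTT, with compound at single 76 uM and 10 uM ATP, 30 min at 37 deg C. ADP detected by HTRF Transcreener, 665/615 ratio.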
Nrf2 activator: activates Nrf2 signaling | actives 0.31% (n = 410,000) | Potency, µM (titrated, usually from 46.1 µM), for inactives: top-dose activation, usual class: activators | AREc32 ARE-luciferase reporter (MCF7-derived line), luminescence, 24 h; note: potency is the fitted concentration of half-maximal effect; % of control where 0% means no effect; nearly all actives have a fitted effect of over 65% in size
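Reporter line AREc32 (ARE-Fluc), seeded overnight in OPTI-MEM with 5% FBS; compound pin-transferred, 24 hr at 37 deg C, 5% CO2; luminescent read-out.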
Akt phos inh: blocks phosphorylation of Akt | actives 0.32% (n = 360,000) | Neuro2A IGF-stimulated pAkt S473 HTRF, 20 min; hits give low values | AID 651550 | activity change, % for hits at 50 µM; in the data active = activity change below about -80%; inconclusive = mostly about -51% to -80%; note: % is set by controls: 0 for no effect and ±100 for the full control effect
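Neuro2A cells in DMEM with 0.5% FBS, overnight at 37 deg C, given compound at single 50 µM final, then IGF (6 nM final) for 20 min at 37 deg C. Lysed; phospho-Akt Ser473 by HTRF after 24 h, 665/615 ratio.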
Nrf2 block: inhibitors of Nrf2 signaling; A549 ARE-Fluc reporter, luciferase luminescence, 18-24 h; actives 2.1% (n = 360,000); Potency, µM (doses to about 46 µM), without a hit: at the top dose activity change, negative = inhibition, hits mostly inhibitors; note: potency is the fitted concentration of half-maximal effect; % is set by controls: 0 for no effect and ±100 for the full control effect; nearly all actives have a fitted effect of over 60% in size
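Cells were seeded and rested 2 h, then exposed to compounds for 18-24 h. CellTiter-Fluor was read first as a viability measure. BugLite was added 15 min before the final luminescent read of ARE-luciferase activity in A549 cells.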
Abeta rescue: restores growth of yeast expressing A-beta42 peptide; yeast expressing A-beta42, growth rescue, OD600, 48 h; response scale: 0% DMSO, 100% iron-clioquinol control; actives 0.063% (n = 410,000); Potency, µM (doses to about 46.1 µM), for the others: top-dose growth rescue, usual class: activators; note: potency is the fitted concentration of half-maximal effect; nearly all actives have a fitted effect of over 55% in size
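Yeast growth medium received pinned compounds, then yeast cells expressing toxic A-beta were added; plates incubated at 30 C for 48 hr. Growth read as absorbance at 600 nm, normalized to DMSO and equimolar FeCl3 plus clioquinol controls.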
MmCpn inh: blocks the Methanococcus maripaludis chaperonin Mm-Cpn; purified Mm-Cpn ATPase, ADP Transcreener TR-FRET; Potency, µM (top dose mostly 76.9 µM), inactives show at the highest dose activity, negative = inhibition, most hits filed as inhibitors; actives 0.031% (n = 330,000); AID 504842; note: potency is the fitted concentration of half-maximal effect; % is set by controls: 0 for no effect and ±100 for the full control effect; nearly all actives have a fitted effect of over 80% in size
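Measured: ADP formation by purified Mm-CPN. Conditions: 25 nM protein, 10 uM ATP, Tris pH 7.4 with Mg2+, K+ and DTT, 37°C for 30 min. Detection: Transcreener HTRF after 30 min at room temperature.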
TGFb SMAD3 inh: inhibitors of TGF-b signaling. actives 1.2% (n = 410,000). HepG2 CAGA-GFP TGF-b/SMAD3 reporter, GFP fluorescence, 18 h; TGF-beta stimulated, 500 pg/mL final. Potency, µM (doses to about 46.1 µM), for inactives: top-dose activity, negative = inhibition, actives largely listed as inhibitors; note: potency is the fitted concentration of half-maximal effect; % is set by controls: 0 for no effect and ±100 for the full control effect; nearly all actives have a fitted effect of over 65% in size
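Read-out: total well GFP (ex488/em500-530) summed from mean per-cell fluorescence. Cells: HEPG2 CAGA-GFP, 1% FBS DMEM, 18 h at 37 degrees C with 500 pg/mL final TGF-beta. Unstimulated wells served as the full-inhibition control; stimulated DMSO wells = 0%.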
A549 tox: kills or reduces viability of A549 cells in Nrf2 counter-screen; A549 ARE-Fluc cells, CellTiter-Fluor viability, 18-24 h; Potency, µM (top dose mostly 46 µM), for inactives: top-dose activity change, negative = cytotoxicity, usual class: inhibitors; actives 0.16% (n = 390,000); AID 504648; note: potency is the fitted concentration of half-maximal effect; % is set by controls: 0 for no effect and ±100 for the full control effect
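Cytotoxicity counterscreen: CellTiter-Fluor fluorescence was measured in A549 ARE_Fluc cells after 18-24 h of compound exposure in a concentration series. The subsequent BugLite luminescent read reports ARE-luciferase activity.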
* = called active by the depositor; i = inactive; ? = inconclusive; . = no result given; [ ] = dose if it differs, or a comment. Unless noted, calls come from the whole dose curve; as a rule, active = well fitted curve in the direction sought with a large enough effect; inconclusive = small, poorly fitted or top-dose-only effect, or another doubt; inactive = no such curve, though single readings can be large; an effect the other way counts as inactive or inconclusive. Hits appear at their usual frequency; 4.3% or so of the library scored in one or more.

| nr | SMILES | HepG2 viability | CCT modulator | Nrf2 activator | Akt phos inh | Nrf2 block | Abeta rescue | MmCpn inh | TGFb SMAD3 inh | A549 tox |
| --- | --- | --- | --- | --- | --- | --- | --- | --- | --- | --- |
| 1 | Cc1ccc2nc3c(c(Nc4ccccc4)c2c1)CCC3 | -42% | -2.1 | 3.6% | i | -29% | -11% | -2% | 13µM* | -4% |
| 2 | COc1ccc(COCC(O)CN2CCCCC2)cc1OC (stereo not drawn) | -2% | 2.5 | 1.4% | i | 17% | . | 1% | -2% | 5% |
| 3 | CN1C(=O)C(C)(C)c2cc(S(=O)(=O)N3CCCC3C(=O)NCc3ccc(F)cc3)ccc21 (stereo not drawn) | -64% | -0.4 | -0.6% | i | -5% | -11% | 2% | -48% | -3% |
| 4 | Cc1cccc(NC(=O)CSc2cn[nH]n2)c1 | -3% | 0.1 | -0.2% | i | 17% | 4% | -4% | 7% | -1% |
| 5 | O=C(Nc1cc(-c2ccc(F)c(F)c2)no1)c1ccccc1F | -9% | . | 5.6% | . | ? | -8% | . | 17% | 9% |
| 6 | CN(Cc1ccccc1)C(=O)CSc1nc(-c2ccc(F)cc2)cc(C(F)(F)F)n1 | -54% | . | -0.5% | . | -14% | -14% | . | -10% | 7% |
| 7 | CCNc1nc(NC(C)C)nc(N(n2cnnc2)S(=O)(=O)c2ccc(C)cc2)n1 | -8% | -2.0 | -0.3%[9.22 µM] | i | 11% | -2% | 3% | -5% | 3% |
| 8 | N#Cc1ccc2c(c1)nc1ccccn12 | 9% | 0.2 | -0.1% | i | 2% | -8% | ? | -1% | 1% |
| 9 | COc1ccccc1NC(=O)CN1CCN(c2ccc(Cl)cc2)CC1 | 0% | 1.6 | 0.4% | i | ? | -9% | 1% | ? | -3% |
| 10 | Cc1ccc(-c2nc3ccccc3o2)cc1NC(=O)c1ccc2c(c1)OCO2 | 32% | -0.1 | 4.6% | i | ? | 18% | 0% | -3% | -11% |
| 11 | O=C(NCCn1cc(SCc2cccc(F)c2)c2ccccc21)c1cccc(C(F)(F)F)c1 | -48% | . | -0.3% | . | ? | -2% | . | ? | -28% |
| 12 | COc1cccc2sc3ccc(C#Cc4ccc(N)cc4)cc3c(=O)c12 | -21% | -1.6 | -1.0% | i | ? | -5% | -1% | 4% | ? |
| 13 | CC(=O)Oc1ccccc1N(C(C)=O)S(=O)(=O)c1cccc([N+](=O)[O-])c1 | 0% | 0.0 | -0.9% | i | 1% | -5% | -2% | 3% | 0% |
| 14 | Cc1c(C(=O)OCCOC(C)C)[nH]c2c1C(=O)CC(C)(C)C2 | -15% | 0.3 | -0.3% | i | -7% | -4% | -2% | -9% | -4% |
| 15 | CN(C)CCCN(C(=O)CCOc1ccccc1)c1nc2ccc(F)cc2s1 | -125% | 0.0 | ? | i | ? | 3% | -13% | 3.5µM* | -27% |
| 16 | COC(=O)c1cc(C(=O)N2CCN(c3cccc(C)c3C)CC2)cc([N+](=O)[O-])c1 | -21% | -3.1 | 1.3% | i | 12% | 0% | -4% | -26% | -19% |
| 17 | O=C(CCC(=O)N1CCCc2ccccc21)N1CCN(S(=O)(=O)c2ccccc2)CC1 | -21% | -3.7 | 0.2% | i | . | 0% | -1% | -16% | 15% |
| 18 | Cc1ccc(CN2CC(C(=O)N3CC=C(c4ccccc4)CC3)CC2=O)cc1 (stereo not drawn) | -37% | -1.7 | 0.2% | i | -13% | 17% | -1% | -10% | -2% |
| 19 | N/C(=N\OC(=O)Cc1ccccc1[N+](=O)[O-])c1ccc(Br)cc1 | -32% | -1.6 | 0.3% | i | 3% | ? | -1% | 4% | 0% |
| 20 | N#CCCCCn1ccc(NC(=O)c2ccc(Cl)cc2O)n1 | 2% | -2.3 | 4.1% | i | 1% | 11% | . | 1% | 3% |
| 21 | COc1ccc(NC(=O)N2CCc3cc(OC)c(OC)cc3C2)cc1 | 4% | 1.3 | -0.4% | i | ? | 24% | -1% | -8% | -21% |
| 22 | C=CCN(C(=O)c1csnn1)C(C(=O)NC1CCCC1)c1ccc(Cl)cc1 (stereo not drawn) | 16% | -0.3 | 0.7% | i | 5% | 9% | 1% | -30% | -7% |
| 23 | CCC(Cc1ccccc1)NS(=O)(=O)c1ccc2c(c1)NC(=O)CS2 (stereo not drawn) | -24% | -4.0 | 0.3% | i | 15% | 19% | 0% | ? | -4% |
| 24 | O=C(Nc1cccc(-n2cccn2)c1)C1CCCN(Cc2ccccc2F)C1 (stereo not drawn) | -32% | -1.8 | 0.7% | i | -6% | 2% | -1% | -4% | 4% |
| 25 | O=C(OCC(=O)N1CCc2ccccc2C1)c1ccc(N2CCOCC2)c([N+](=O)[O-])c1 | 6% | -3.8 | 2.4% | i | 3% | 0% | -2% | -2% | -1% |

Other compounds
| nr | SMILES | HepG2 viability | CCT modulator | Nrf2 activator | Akt phos inh | Nrf2 block | Abeta rescue | MmCpn inh | TGFb SMAD3 inh | A549 tox |
| --- | --- | --- | --- | --- | --- | --- | --- | --- | --- | --- |
| 26 | Cc1onc(-c2c(Cl)cccc2Cl)c1C(=O)N=C(N)N1CCCC1 | -31% | -1.5 | -0.1% | i | -14% | -6% | 1% | -30% | -7% |
| 27 | CCOC(=O)C(NC(=O)c1ccccc1Cl)(Nc1sc2c(c1C(N)=O)CCC2)C(F)(F)F (stereo not drawn) | -55% | -1.7 | 3.5% | i | -1% | 1% | 0% | ? | -2% |
| 28 | CC(NC(=O)C1CCCC1)c1ccccc1 (stereo not drawn) | 6% | 0.4 | 3.2% | i | 6% | -2% | . | 17% | -4% |
| 29 | COc1ccc(NC(=O)Nc2ccccc2SC)cc1 | -46% | -2.4 | 2.0% | i | ? | 0% | -2% | -15% | 3% |
| 30 | COc1ccc(CN2C(=O)C(CC(=O)NCCc3ccccn3)CC(C(=O)N(C)C)=C2C)cc1 (stereo not drawn) | -19% | -1.0 | -0.5% | i | . | 3% | . | -5% | . |
| 31 | CC1CCC(NC(=O)CSc2nnc(-c3cccnc3)o2)CC1 (stereo not drawn) | 6% | 1.5 | 0.3% | i | -7% | -19% | 2% | -9% | -2% |
| 32 | CC(=O)Nc1ccc(N2C(=O)CSC2c2ccc([N+](=O)[O-])cc2)cc1 (stereo not drawn) | -3% | -2.0 | 0.1% | i | -7% | 11% | 1% | 0% | -8% |
| 33 | CCC(C)[C@H](NC(=O)[C@@H]1Cc2ccccc2CN1C(=O)OC(C)(C)C)C(=O)NCC1CCC(C(=O)O)CC1 (stereo partly drawn) | 22% | -1.0 | 0.0% | i | 0% | 0% | 5% | 5% | 0% |
| 34 | Cc1cc(C(=O)Nc2ccc3c(c2)OCCO3)c(C)o1 | -39% | -0.4 | -0.7% | i | ? | 1% | 2% | ? | 3% |
| 35 | O=C(O)c1ccccc1OCCOc1ccccc1 | 9% | 2.2 | 0.3% | i | 20% | -25% | -8% | -1% | -2% |
| 36 | COc1ccc(/C=C(\NC(=O)c2ccco2)C(=O)NCCc2nc3ccccc3[nH]2)cc1 | 5% | 2.3 | -1.0% | i | 0% | 6% | 4% | -4% | -9% |
| 37 | COC(=O)c1cn(Cc2cc(OC)ccc2OC)cc(F)c1=O | -10% | 0.4 | -0.6% | i | -5% | -11% | 0% | -24% | -6% |
| 38 | CCC1(CC)Cc2ccccc2C2=C(C(=O)N3CCCCC3)C(=O)C(=O)N21 | -14% | -2.6 | -0.3% | i | -5% | -10% | -3% | -7% | -7% |
| 39 | COC(=O)c1ccc(-c2ccc([C@H]3[C@H]4C=CC[C@@H](C)[C@@H]4C(=O)N3Cc3ccccc3)c(F)c2)cc1 | -11% | 0.8 | 3.9% | i | 23µM* | 3% | -3% | ? | -11% |
| 40 | Nc1ccc(N2CCCCC2)cc1N1CCCCC1 | -29% | -1.5 | 19% | i | . | -26% | -6% | 10µM* | -18% |
| 41 | COc1ccc(S(=O)(=O)NCCc2nnc3ccc(SCC(=O)Nc4cc(C)cc(C)c4)nn23)cc1 | -50% | . | 7.6% | . | 7% | -11% | . | 55%[activator] | -2% |

Reformatted with two lines to a compound: part of the list above.
Screens in order – HepG2 viability	CCT modulator	Nrf2 activator	Akt phos inh	Nrf2 block	Abeta rescue	MmCpn inh	TGFb SMAD3 inh	A549 tox
26) Cc1onc(-c2c(Cl)cccc2Cl)c1C(=O)N=C(N)N1CCCC1
→ -31%	-1.5	-0.1%	i	-14%	-6%	1%	-30%	-7%
27) CCOC(=O)C(NC(=O)c1ccccc1Cl)(Nc1sc2c(c1C(N)=O)CCC2)C(F)(F)F (stereo not drawn)
→ -55%	-1.7	3.5%	i	-1%	1%	0%	?	-2%
28) CC(NC(=O)C1CCCC1)c1ccccc1 (stereo not drawn)
→ 6%	0.4	3.2%	i	6%	-2%	.	17%	-4%
29) COc1ccc(NC(=O)Nc2ccccc2SC)cc1
→ -46%	-2.4	2.0%	i	?	0%	-2%	-15%	3%
30) COc1ccc(CN2C(=O)C(CC(=O)NCCc3ccccn3)CC(C(=O)N(C)C)=C2C)cc1 (stereo not drawn)
→ -19%	-1.0	-0.5%	i	.	3%	.	-5%	.
31) CC1CCC(NC(=O)CSc2nnc(-c3cccnc3)o2)CC1 (stereo not drawn)
→ 6%	1.5	0.3%	i	-7%	-19%	2%	-9%	-2%
32) CC(=O)Nc1ccc(N2C(=O)CSC2c2ccc([N+](=O)[O-])cc2)cc1 (stereo not drawn)
→ -3%	-2.0	0.1%	i	-7%	11%	1%	0%	-8%
33) CCC(C)[C@H](NC(=O)[C@@H]1Cc2ccccc2CN1C(=O)OC(C)(C)C)C(=O)NCC1CCC(C(=O)O)CC1 (stereo partly drawn)
→ 22%	-1.0	0.0%	i	0%	0%	5%	5%	0%
